GCN5L2 inh = qHTS Assay for Inhibitors of GCN5L2; Potency, µM (highest dose often 58.9 µM), for the others: at the top dose activity change, negative = inhibition, hits mostly inhibitors; GCN5L2 HAT assay, ThioGlo1 CoA-SH fluorescence; AID 504327, 2011; 390,000 tested, 0.21% active
Target sequence (Q92830 whole entry, looked up): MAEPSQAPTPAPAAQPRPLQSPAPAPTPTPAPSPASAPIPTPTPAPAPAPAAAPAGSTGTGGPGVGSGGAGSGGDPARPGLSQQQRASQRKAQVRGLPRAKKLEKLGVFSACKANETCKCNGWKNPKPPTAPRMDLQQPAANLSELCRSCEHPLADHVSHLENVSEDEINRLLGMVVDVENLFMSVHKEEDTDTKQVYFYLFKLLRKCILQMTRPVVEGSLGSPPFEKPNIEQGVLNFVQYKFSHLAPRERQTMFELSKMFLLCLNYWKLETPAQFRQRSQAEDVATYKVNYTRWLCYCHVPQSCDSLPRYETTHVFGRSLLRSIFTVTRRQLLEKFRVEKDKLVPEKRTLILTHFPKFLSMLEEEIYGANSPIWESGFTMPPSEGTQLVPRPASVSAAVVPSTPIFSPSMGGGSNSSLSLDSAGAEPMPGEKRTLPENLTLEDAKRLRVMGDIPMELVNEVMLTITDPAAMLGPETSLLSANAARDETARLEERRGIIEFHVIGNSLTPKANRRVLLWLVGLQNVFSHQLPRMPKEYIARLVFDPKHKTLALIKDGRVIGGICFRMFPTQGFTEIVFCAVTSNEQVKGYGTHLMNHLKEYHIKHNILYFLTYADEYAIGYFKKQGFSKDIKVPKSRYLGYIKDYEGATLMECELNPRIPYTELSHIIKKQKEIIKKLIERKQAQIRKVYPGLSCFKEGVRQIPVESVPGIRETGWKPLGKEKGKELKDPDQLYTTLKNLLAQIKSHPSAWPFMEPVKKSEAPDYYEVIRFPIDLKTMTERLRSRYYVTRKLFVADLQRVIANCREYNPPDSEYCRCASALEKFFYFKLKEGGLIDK
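Enzyme at 20nM final was mixed with library compounds for 15 min at room temperature. Peptide H3(1-25) at 75uM, acetyl-CoA at 70uM and ThioGlo1 at 50uM were then added. Plates were read immediately and after 20 min (Ex340nm/Em540nm).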
TDP1 inh = qHTS Assay for Inhibitors of Tyrosyl-DNA Phosphodiesterase (TDP1) | 350,000 tested, 0.28% active | Potency, µM (highest dose often 130 µM), inactives show top-dose activity change, negative = inhibition, most hits filed as inhibitors | AID 485290, 2010 | recombinant TDP1, AlphaScreen DNA substrate cleavage | Tyrosyl-DNA phosphodiesterase 1 (Homo sapiens), Q9NUW8; also: nearly all actives have a fitted effect of over 40% in size
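E. coli-derived human Tdp1, 1 nM final. Cpd preinc 15 min RT; substrate 15 nM final, 5 min RT; AS bead mix 10 ug/ml final, 10 min RT. Signal loss = tyrosine-FITC cleavage. No-enzyme wells = max signal.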
DT40 TDP1 no CPT = qHTS for Inhibitors of human tyrosyl-DNA phosphodiesterase 1 (TDP1): qHTS in cells in absence of CPT; DT40 Tdp1-/- hTDP1 cells, no CPT, ATP luminescence, 48 h; Potency, µM (doses to about 46.2 µM), without a hit: at the highest dose activity change, negative = growth inhibition, usual class: inhibitors; 420,000 tested, 15% active; AID 686978, 2013; also: nearly all actives have a fitted effect of over 55% in size
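Compound effects on proliferation are scored in DT40 Tdp1-/-;hTDP1 cells in the absence of CPT. ATP levels (CellTiter-Glo luminescence) are recorded after a ≥48 hr, 37 °C incubation.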
The depositor's hits bear a star; & = joins results of further samples; [ ] = dose if it differs, or a comment. Calls follow the shape of the dose curve; as a rule, active = well fitted curve in the direction sought with a large enough effect; inconclusive = small, poorly fitted or top-dose-only effect, or another doubt; inactive = no such curve, though single readings can be large; an effect the other way counts as inactive or inconclusive. % is scaled to controls: 0 for no effect and ±100 for the full control effect; potency is read from the fitted curve at half-maximal effect. These rows are one share of the data. The share of hits here may be higher or lower than overall.

`Cc1cc(C)c(OCCN2C(=O)NC(C)(C)C2=O)c(Cl)c1` gave GCN5L2 inh 6%, TDP1 inh 0% and DT40 TDP1 no CPT -2%.
Screening COc1ccc(S(=O)(=O)N(C)c2ccc(C(=O)NCc3ccco3)cc2)cc1 returned GCN5L2 inh -21%, TDP1 inh 5% and DT40 TDP1 no CPT inconclusive.
`COc1ccc(NC(=O)C2CCCN2S(=O)(=O)c2ccc3c(c2)CCC(=O)N3)cc1` (stereo unspecified) gave GCN5L2 inh -14%, TDP1 inh -4% and DT40 TDP1 no CPT -18%.
`COc1ccccc1CC(=O)NNC(=O)c1cccs1` gave GCN5L2 inh 1%, TDP1 inh 6% and DT40 TDP1 no CPT 5%.
For CCOC(=O)CNC(=O)C1c2ccccc2Oc2ccccc21 the results were GCN5L2 inh -10% and DT40 TDP1 no CPT 0%.
Screening CS(=O)(=O)N1CCC(C(=O)Nc2ccc(F)cc2F)CC1 returned GCN5L2 inh -2%, TDP1 inh 8% and DT40 TDP1 no CPT -15%.
For CN(Cc1nc(CC2CC2)no1)CC12CC3CC(CC(C3)C1)C2 the results were GCN5L2 inh 10%, TDP1 inh 3% and DT40 TDP1 no CPT -34%.
`COc1ccc(NC(=O)c2ccc3c(c2)CCN3S(=O)(=O)c2ccccc2)cc1` gave GCN5L2 inh -6%&-12%, TDP1 inh 0%&7% and DT40 TDP1 no CPT inconclusive.
O=C(CSc1nc(-c2ccccc2)no1)N1CCN(c2ccccc2)CC1 was read as GCN5L2 inh 25%, TDP1 inh 5% and DT40 TDP1 no CPT -17%.
CC(=O)NC(NC(=S)N1CCCCCC1)C(Cl)(Cl)Cl (stereo unspecified) was read as GCN5L2 inh -3%, TDP1 inh 6% and DT40 TDP1 no CPT -8%.
Screening O=C(CSc1nnc(-c2ccccc2Br)o1)N1CCN(C(=O)c2ccco2)CC1 returned GCN5L2 inh -9%, TDP1 inh 5% and DT40 TDP1 no CPT inconclusive.
CC(C)CC(=O)CC1(O)C(=O)Nc2ccccc21 (stereo unspecified) was read as GCN5L2 inh -23%, TDP1 inh -6% and DT40 TDP1 no CPT 17%.

Some of these compounds in order of formula weight, falling:
`COc1ccc(NC(=O)C2CCCN2S(=O)(=O)c2ccc3c(c2)CCC(=O)N3)cc1` (stereo unspecified) gave GCN5L2 inh -14%, TDP1 inh -4% and DT40 TDP1 no CPT -18%.
Screening COc1ccc(S(=O)(=O)N(C)c2ccc(C(=O)NCc3ccco3)cc2)cc1 returned GCN5L2 inh -21%, TDP1 inh 5% and DT40 TDP1 no CPT inconclusive.
O=C(CSc1nc(-c2ccccc2)no1)N1CCN(c2ccccc2)CC1 was read as GCN5L2 inh 25%, TDP1 inh 5% and DT40 TDP1 no CPT -17%.
For CN(Cc1nc(CC2CC2)no1)CC12CC3CC(CC(C3)C1)C2 the results were GCN5L2 inh 10%, TDP1 inh 3% and DT40 TDP1 no CPT -34%.
For CCOC(=O)CNC(=O)C1c2ccccc2Oc2ccccc21 the results were GCN5L2 inh -10% and DT40 TDP1 no CPT 0%.
CC(C)CC(=O)CC1(O)C(=O)Nc2ccccc21 (stereo unspecified) was read as GCN5L2 inh -23%, TDP1 inh -6% and DT40 TDP1 no CPT 17%.

(further entries)
For Clc1ccc2c(N/N=C/c3cccnc3)ccnc2c1 the results were GCN5L2 inh -4%, TDP1 inh -5% and DT40 TDP1 no CPT inconclusive.
Screening COc1ccc(/C=C(/NC(=O)c2cccc([N+](=O)[O-])c2)C(=O)O)cc1OC returned GCN5L2 inh 3%, TDP1 inh 0% and DT40 TDP1 no CPT -1%.
`COc1cc(Cl)ccc1OCc1cc(C(=O)NCc2cc(C(C)C)no2)no1` gave GCN5L2 inh -21%, TDP1 inh -3% and DT40 TDP1 no CPT -8%.
Screening CCOC(=O)Cn1c(=O)n(Cc2ccco2)c(=O)c2ccc(C(=O)NCCc3ccccc3)cc21 returned GCN5L2 inh -9%, TDP1 inh 7% and DT40 TDP1 no CPT 23µM*.
O=C(NCC(=O)N1CCN(C(c2ccccc2)c2ccccc2)CC1)c1ccccc1F was read as GCN5L2 inh 8% and DT40 TDP1 no CPT 29µM*.
Screening O=C(CCNc1ccc(Br)cc1)c1cccc([N+](=O)[O-])c1 returned GCN5L2 inh -6%, TDP1 inh 5% and DT40 TDP1 no CPT 18µM*.
CCOC(=O)c1c(NC(=O)CSc2nc3cc(Cl)ccc3c(=O)n2Cc2ccco2)sc(C(=O)N(C)C)c1C was read as GCN5L2 inh -10%, TDP1 inh 5% and DT40 TDP1 no CPT inconclusive.
COC(=O)[C@]1(Cc2ccccc2)N[C@H](CN(C)C(=O)Nc2ccc(C(F)(F)F)cc2)[C@@H]2C(=O)N(C)C(=O)[C@@H]21 was read as GCN5L2 inh 0%, TDP1 inh 3% and DT40 TDP1 no CPT inconclusive.
`CCOc1cc(C=C(C(=O)OC)C(=O)OC)ccc1OCc1ccc([N+](=O)[O-])cc1` gave GCN5L2 inh -11%, TDP1 inh 6% and DT40 TDP1 no CPT 12µM*.
`O=C(Nc1nc2ccc(Cl)cc2s1)c1ccc(N2CCCCC2)c([N+](=O)[O-])c1` gave GCN5L2 inh 2%, TDP1 inh 8% and DT40 TDP1 no CPT 21µM*.
`Cc1ccccc1OCC(=O)Nc1sc2c(c1C#N)CCC2` gave GCN5L2 inh 3%, TDP1 inh -1% and DT40 TDP1 no CPT -29%.
O=C(NCC(c1ccco1)N1CCc2ccccc2C1)c1cccc(Br)c1 (stereo unspecified) was read as GCN5L2 inh -7%, TDP1 inh 3%[0.505 µM] and DT40 TDP1 no CPT inconclusive.
For Cn1cnnc1SC1c2cccc3cccc(c23)C1NS(=O)(=O)c1ccc(Cl)cc1 (stereo unspecified) the results were GCN5L2 inh 30%[activator], TDP1 inh -3% and DT40 TDP1 no CPT -3%.
`Nc1sc2c(c1C(=O)NC1CCS(=O)(=O)C1)CCCC2` (stereo unspecified) gave GCN5L2 inh -11%, TDP1 inh 2% and DT40 TDP1 no CPT 1%.
Screening CC(=O)c1ccc(Sc2nnc(C)s2)c([N+](=O)[O-])c1 returned GCN5L2 inh -3%, TDP1 inh 0% and DT40 TDP1 no CPT inconclusive.
Screening Cc1ccc(NC(=O)c2ccc(Cl)c(N3C(=O)CCC3=O)c2)cc1 returned GCN5L2 inh inconclusive, TDP1 inh 3% and DT40 TDP1 no CPT 3%.
Screening COc1ccc(Br)cc1CNC(=O)c1ccc2c(c1)N(C)CCS2 returned GCN5L2 inh -24% and DT40 TDP1 no CPT inconclusive.
Cc1ccc(CCNc2nc3c(S(=O)(=O)c4ccccc4)nnn3c3ccsc23)cc1 was read as GCN5L2 inh 4%, TDP1 inh 3% and DT40 TDP1 no CPT inconclusive.
`CCOc1ncccc1C(=O)OCC(=O)Nc1ccc(Cl)cn1` gave GCN5L2 inh -4%, TDP1 inh -3% and DT40 TDP1 no CPT -6%.
Cc1ccc(-c2nc3ccccc3o2)cc1NC(=S)NC(=O)c1cccs1 was read as GCN5L2 inh 2%, TDP1 inh 5% and DT40 TDP1 no CPT inconclusive.
For Fc1ccc(-n2c(-c3cc(C4CC4)[nH]n3)n[nH]c2=S)cc1Cl the results were GCN5L2 inh 0% and DT40 TDP1 no CPT 0%.
`CCOc1ccc(N2CC(C(=O)NCCC3=CCCCC3)CC2=O)cc1` (stereo unspecified) gave GCN5L2 inh inconclusive, TDP1 inh 0% and DT40 TDP1 no CPT -17%.
For Cc1cnc(CNc2ccnc(-c3cccnc3)n2)cn1 the results were GCN5L2 inh -1% and DT40 TDP1 no CPT 34%[activator].
Screening Cc1cc([N+](=O)[O-])nn1CC(=O)NC(C)c1ccccc1 (stereo unspecified) returned GCN5L2 inh 1% and DT40 TDP1 no CPT -1%.
For COc1cccc(CNC(=O)C2CCC(CNc3c(N4CCC(C)CC4)c(=O)c3=O)CC2)c1 (stereo unspecified) the results were GCN5L2 inh 10% and DT40 TDP1 no CPT -15%.
For CN(C)c1ccc(C(C(=O)NC2CCCC2)N(C(=O)c2ccco2)C2CC2)cc1 (stereo unspecified) the results were GCN5L2 inh 2%, TDP1 inh 10% and DT40 TDP1 no CPT inconclusive.
`c1ncc(CCCC2CCNCC2)[nH]1` gave GCN5L2 inh -11% and TDP1 inh 3%.
For COc1cc(CCC(=O)N2CCN(c3ccc([N+](=O)[O-])cc3)CC2)cc(OC)c1OC the results were GCN5L2 inh -3% and DT40 TDP1 no CPT inconclusive.
For O=[N+]([O-])c1ccc(C(O)CN2CCN(Cc3ccccc3)CC2)cc1 (stereo unspecified) the results were GCN5L2 inh -6% and DT40 TDP1 no CPT 7%.
Screening COc1ccccc1N1CCN(C(=O)C2CCCO2)CC1 (stereo unspecified) returned GCN5L2 inh 2%, TDP1 inh 7% and DT40 TDP1 no CPT -12%.
`Cc1ccc(-c2nc(N=Nc3ccc(O)cc3)n[nH]2)cc1` gave GCN5L2 inh 3%, TDP1 inh -3% and DT40 TDP1 no CPT inconclusive.
CC(C)N(c1ccccc1)c1ccc(NC(=S)NCCN(C)C)cc1 was read as GCN5L2 inh 0%, TDP1 inh -2% and DT40 TDP1 no CPT 21µM*.
`CCN(CC)S(=O)(=O)c1ccc(C)c(NC(=O)CN2C(=O)NC3(CCCC3)C2=O)c1` gave GCN5L2 inh -1% and DT40 TDP1 no CPT -5%.
Screening Cc1cccc(OCC(=O)OCC(=O)N2CCCc3ccccc32)c1C returned GCN5L2 inh -5%, TDP1 inh -8% and DT40 TDP1 no CPT 11%.
For C/C(N)=C(/C#N)C(=O)CSc1nn(-c2ccc(Cl)cc2)c(=S)s1 the results were GCN5L2 inh -16%, TDP1 inh -8% and DT40 TDP1 no CPT inconclusive.
O=C(NCCc1ccc(O)c(O)c1)C1COc2ccccc2O1 (stereo unspecified) was read as GCN5L2 inh -18%, TDP1 inh 9%[0.0935 µM] and DT40 TDP1 no CPT inconclusive.
`Cc1c(OC(=O)CNC(=O)OC(C)(C)C)ccc2c3c(c(=O)oc12)CCC3` gave GCN5L2 inh -3%, TDP1 inh 10% and DT40 TDP1 no CPT -26%.
COc1ccc(C(=O)NCS(=O)(=O)c2ccc(C)cc2)cc1 was read as GCN5L2 inh inconclusive, TDP1 inh 2% and DT40 TDP1 no CPT 0%.
For Cn1c(CNC(=O)CSc2nc(-c3ccccc3F)nc3cc(=O)[nH]n23)nc2ccccc21 the results were GCN5L2 inh -5%, TDP1 inh -3% and DT40 TDP1 no CPT -8%.
For COc1cccc(C2NC(=O)c3ccccc3O2)c1OC (stereo unspecified) the results were GCN5L2 inh -1%, TDP1 inh 1% and DT40 TDP1 no CPT -1%.
`C[C@H](NC(=O)c1ccccc1Cl)C(=O)Nc1ccccc1F` gave GCN5L2 inh 2%, TDP1 inh 12% and DT40 TDP1 no CPT -2%.
For C[C@@]12CCC=C[C@H]1[C@H](c1ccccc1Br)N(Cc1ccccc1)C2=O the results were GCN5L2 inh -10%&3%, TDP1 inh -1%[56.1 µM] and DT40 TDP1 no CPT 16µM*.
For COc1ccc2nc(C)cc(SCC(=O)N/N=C/c3ccccc3)c2c1 the results were GCN5L2 inh -2%, TDP1 inh 3% and DT40 TDP1 no CPT inconclusive.
Screening CC1(C)CC(=O)C2=C(C1)OC(N)=C(C#N)C2C1CC=CCC1 (stereo unspecified) returned GCN5L2 inh -11%, TDP1 inh -2% and DT40 TDP1 no CPT inconclusive.
`COc1ccc(/C=N/NC(=O)c2c(C)nc3ccc(Br)cn23)cc1OC` gave GCN5L2 inh -8%, TDP1 inh -3% and DT40 TDP1 no CPT 7.3µM*.
CC(C)[N+](C)(C)CC(O)COc1cccc2ccccc12 (stereo unspecified) was read as GCN5L2 inh inconclusive, TDP1 inh -2% and DT40 TDP1 no CPT -22%.
`Cc1ccc2nc(NC(=O)CC3Oc4ccccc4NC3=O)sc2c1` (stereo unspecified) gave GCN5L2 inh 2% and DT40 TDP1 no CPT 15%.
Screening COCCn1c(C)cc(O)c(C(c2ccc(OC)cc2)N2CCN(c3ccccc3)CC2)c1=O (stereo unspecified) returned GCN5L2 inh -10%, TDP1 inh 5% and DT40 TDP1 no CPT 3%.

High-throughput results as filed in PubChem.
